Screening data: PubChem, Johns Hopkins Ion Channel Center
Kir21 inh = inhibitors of mouse Kir2.1 inward-rectifier potassium channel; HEK293-Kir2.1, FluxOR thallium flux fluorescence; hits give low values; B-score at 10 µM; 0.85% of 310,000 active;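 active means fluorescence ratio B-score at or below minus 3 SD of library scores, with starting-brightness B-score within 2 SD, cut at about -4.2 in these data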;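 further: channel flux triggered by added potassium and thallium sulfate stimulus; B-score of peak minus minimum fluorescence over baseline after thallium stimulus; more negative B-score means stronger Kir2.1 block with less thallium influx; some compounds called inactive have numbers as strong as hits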
KCNQ2 inh = KCNQ2 channel blockers in CHO-K1 cells – cell-based, FluxOR thallium flux, B-score, primary screen (AID 2156). O88943. 20 min; hits give low values. B-score at 10 µM. 1.1% of 310,000 active;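 active means fluorescence ratio B-score at most minus 3 library SDs, with starting brightness B-score within 2 library SDs, cut at about -5.5 in these data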
Target sequence (O88943 whole entry, looked up): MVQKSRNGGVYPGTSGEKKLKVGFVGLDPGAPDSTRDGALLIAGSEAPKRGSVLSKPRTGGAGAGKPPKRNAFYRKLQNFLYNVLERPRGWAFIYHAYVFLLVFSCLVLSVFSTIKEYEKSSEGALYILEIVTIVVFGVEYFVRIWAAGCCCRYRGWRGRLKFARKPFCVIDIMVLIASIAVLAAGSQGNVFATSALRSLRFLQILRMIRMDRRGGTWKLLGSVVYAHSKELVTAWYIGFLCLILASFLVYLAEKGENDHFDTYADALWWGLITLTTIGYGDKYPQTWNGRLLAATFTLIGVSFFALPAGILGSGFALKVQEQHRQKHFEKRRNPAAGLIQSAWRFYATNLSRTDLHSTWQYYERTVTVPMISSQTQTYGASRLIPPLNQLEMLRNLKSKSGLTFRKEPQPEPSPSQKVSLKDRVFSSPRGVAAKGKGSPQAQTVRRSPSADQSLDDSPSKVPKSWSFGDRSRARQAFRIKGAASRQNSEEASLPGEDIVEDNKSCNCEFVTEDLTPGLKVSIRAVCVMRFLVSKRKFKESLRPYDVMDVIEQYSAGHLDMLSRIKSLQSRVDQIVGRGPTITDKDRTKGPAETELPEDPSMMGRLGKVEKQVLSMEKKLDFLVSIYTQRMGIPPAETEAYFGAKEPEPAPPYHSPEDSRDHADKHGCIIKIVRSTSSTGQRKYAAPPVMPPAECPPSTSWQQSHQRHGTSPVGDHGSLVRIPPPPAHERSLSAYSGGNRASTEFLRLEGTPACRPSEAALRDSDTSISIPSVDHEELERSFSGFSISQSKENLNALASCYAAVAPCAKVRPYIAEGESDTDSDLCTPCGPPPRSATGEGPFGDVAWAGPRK
An asterisk follows results filed as active. Hits appear at their usual frequency; overall some 1.8% were active at least once.

Screening CCCCNC(=O)CCn1c(=O)c2ccccc2n(Cc2cc(C)ccc2C)c1=O returned Kir21 inh 0.87 and KCNQ2 inh inactive.
Screening COc1ccccc1CNC(=O)COC(=O)COc1ccccc1Cc1ccccc1 returned Kir21 inh -0.02 and KCNQ2 inh inactive.
For CC(=O)NC(CC(=O)Oc1ccc(C)cc1Br)c1ccccc1 (stereo not drawn) the results were Kir21 inh 0.03 and KCNQ2 inh inactive.
`COc1cc(NS(=O)(=O)c2ccc(NC(C)=O)cc2)cc(OC)c1` gave Kir21 inh -1.5 and KCNQ2 inh inactive.
`O=C(Nc1ccc(Br)cc1)C1CCN(c2cnccn2)CC1` gave Kir21 inh -1.5 and KCNQ2 inh inactive.
Cc1cc(C)n2nc(Nc3ccccc3)cc2n1 was read as Kir21 inh -0.07 and KCNQ2 inh inactive.
For CC1CCCCN1S(=O)(=O)c1ccc(-n2cnnn2)cc1 (stereo not drawn) the results were Kir21 inh -0.29 and KCNQ2 inh inactive.
`COc1ccc(Cc2nnc(SCC(=O)N3CCCC(C)C3)o2)cc1` (stereo not drawn) gave Kir21 inh -0.46 and KCNQ2 inh inactive.
Screening Cc1ccc(NC(=O)c2ccc(C(C)(C)C)cc2)cc1[N+](=O)[O-] returned Kir21 inh 1.8 and KCNQ2 inh inactive.
For CCOC(=O)c1c(C)[nH]c(N=Nc2ccccc2Cl)c1C the results were Kir21 inh -1.2 and KCNQ2 inh inactive.
`COc1cc(C2C(C(=O)c3ccco3)=C(O)C(=O)N2Cc2cccnc2)cc(OC)c1OC` (stereo not drawn) gave Kir21 inh 0.52 and KCNQ2 inh inactive.
For CCC(=O)N1CCC2(CC1)Oc1ccc(Cl)cc1C(=O)C21CC(c2ccccc2)=NO1 (stereo not drawn) the results were Kir21 inh -1.9 and KCNQ2 inh inactive.

Overlap with the part before: six compounds; new compounds follow.
For CC1CCCCN1S(=O)(=O)c1ccc(-n2cnnn2)cc1 (stereo not drawn) the results were Kir21 inh -0.29 and KCNQ2 inh inactive.
`COc1ccc(Cc2nnc(SCC(=O)N3CCCC(C)C3)o2)cc1` (stereo not drawn) gave Kir21 inh -0.46 and KCNQ2 inh inactive.
Screening Cc1ccc(NC(=O)c2ccc(C(C)(C)C)cc2)cc1[N+](=O)[O-] returned Kir21 inh 1.8 and KCNQ2 inh inactive.
For CCOC(=O)c1c(C)[nH]c(N=Nc2ccccc2Cl)c1C the results were Kir21 inh -1.2 and KCNQ2 inh inactive.
`COc1cc(C2C(C(=O)c3ccco3)=C(O)C(=O)N2Cc2cccnc2)cc(OC)c1OC` (stereo not drawn) gave Kir21 inh 0.52 and KCNQ2 inh inactive.
For CCC(=O)N1CCC2(CC1)Oc1ccc(Cl)cc1C(=O)C21CC(c2ccccc2)=NO1 (stereo not drawn) the results were Kir21 inh -1.9 and KCNQ2 inh inactive.
O=C(c1ccc(Cl)cc1)C1CCN(Cc2ccccc2)CC1 was read as Kir21 inh -9.5* and KCNQ2 inh inactive.
Screening O=C(COC(=O)CCCNC(=O)c1ccc(Cl)cc1)Nc1ccc(Br)cc1 returned Kir21 inh -0.49 and KCNQ2 inh inactive.
Screening O=C(Nc1cccc(S(=O)(=O)N2CCCC2)c1)c1cccnc1 returned Kir21 inh 0.01 and KCNQ2 inh inactive.
`CC(C)CCNC(=O)CN(CC1CCCO1)C(=O)CCC(=O)Nc1nccs1` (stereo not drawn) gave Kir21 inh 2.9 and KCNQ2 inh inactive.
CC(=O)N1CCN(c2ccccc2NC(=O)c2ccc(Br)o2)CC1 was read as Kir21 inh -0.82 and KCNQ2 inh inactive.
For COCCOC(=O)/C(=C/c1ccc(OC(=O)c2ccccc2)cc1)C(C)=O the results were Kir21 inh -14* and KCNQ2 inh inactive.
O=C(CCN1CCN(c2ccccc2F)CC1)Nc1ccc(F)cc1 was read as Kir21 inh -1.3 and KCNQ2 inh inactive.
`COc1cccc2cc(C(=O)N3CCN(c4ccccn4)CC3)c(=O)oc12` gave Kir21 inh 0.21 and KCNQ2 inh inactive.
CCN(CC(=O)NCc1cccs1)C(=O)c1cc(S(=O)(=O)N2CCOCC2)ccc1C was read as Kir21 inh -0.64 and KCNQ2 inh inactive.
For COc1ccc(Br)cc1S(=O)(=O)NCc1ccccc1 the results were Kir21 inh -2.9 and KCNQ2 inh inactive.
`COc1ccc(OC)c(NC(=O)CCC(=O)Oc2ccc(C)cc2)c1` gave Kir21 inh -0.04 and KCNQ2 inh inactive.
For COc1ccc(CCNC(=O)C2C3CCC(C3)C2C(=O)O)cc1OC (stereo not drawn) the results were Kir21 inh 2 and KCNQ2 inh inactive.
O=C(Nc1cccc(-n2cnnn2)c1)c1ccccc1Br was read as Kir21 inh -0.23 and KCNQ2 inh inactive.
Screening Cc1cc(=O)oc(C)c1C(=O)O returned Kir21 inh 0.03 and KCNQ2 inh inactive.
For O=c1nc(N/N=C/C=C/c2ccccc2)cn[nH]1 the results were Kir21 inh 0.65 and KCNQ2 inh inactive.
`CC(C)OCCCNC(=O)CN1C(=O)c2cccc3cccc1c23` gave Kir21 inh 0.94 and KCNQ2 inh inactive.
Screening CC(=O)Nc1nonc1NC(=O)c1ccc(F)cc1 returned Kir21 inh -0.27 and KCNQ2 inh inactive.
Screening COc1ccccc1NC(=O)CSc1nnc(Cn2nnc(-c3ccccc3)n2)n1-c1ccccc1 returned Kir21 inh -0.49 and KCNQ2 inh inactive.
Screening Cc1cc(C)cc(C(=O)NCC(=O)OCc2c(C)noc2C)c1 returned Kir21 inh -0.26 and KCNQ2 inh inactive.
For COCc1nc2ccccc2n1CCc1ccccc1 the results were Kir21 inh -1.6 and KCNQ2 inh inactive.
COCc1cc(C)nc(SCC(=O)Nc2nc(C)cs2)c1C#N was read as Kir21 inh -0.3 and KCNQ2 inh inactive.
For COC(=O)CCCC1=CC2=CC(=O)C(C)(O)C(=O)C2=CO1 (stereo not drawn) the results were Kir21 inh -0.61 and KCNQ2 inh inactive.
For COc1ccc(OC)c(C(C)NC(=S)NC2CCCCC2)c1 (stereo not drawn) the results were Kir21 inh -2.2 and KCNQ2 inh inactive.
Screening O=c1c2ccccc2nc2n1CCS2 returned Kir21 inh 0.87 and KCNQ2 inh inactive.
Screening COc1ccc(NC(=O)CN(C)C(=O)c2ccc(NS(=O)(=O)c3ccc(F)cc3)cc2)cc1 returned Kir21 inh 0.88 and KCNQ2 inh inactive.
`Nc1sc2c(c1C(=O)NC1CCS(=O)(=O)C1)CCC2` (stereo not drawn) gave Kir21 inh -0.75 and KCNQ2 inh inactive.
For COc1ccc2c(c1)CCC/C2=N\OC(=O)c1ccccc1F the results were Kir21 inh 1.4 and KCNQ2 inh inactive.
For O=C1CCCC2=C1C(c1ccc(OS(=O)(=O)c3ccc(Cl)cc3)cc1)C1=C(CCCC1=O)O2 the results were Kir21 inh -0.06 and KCNQ2 inh inactive.

Two compounds drawn at random from the list so far:
Screening Cc1ccc(NC(=O)c2ccc(C(C)(C)C)cc2)cc1[N+](=O)[O-] returned Kir21 inh 1.8 and KCNQ2 inh inactive.
`COc1cccc2cc(C(=O)N3CCN(c4ccccn4)CC3)c(=O)oc12` gave Kir21 inh 0.21 and KCNQ2 inh inactive.
